High-throughput results (PubChem BioAssay)
CDK5 inh – inhibitors of human CDK5/p35 kinase, primary screen, biochemical, single concentration; inhibition, % at 10 µM; Cyclin-dependent kinase 5 (Homo sapiens) + Cyclin-dependent kinase 5 activator 1 (Homo …; 330,000 compounds, 0.01% hits; Recombinant CDK5/p35, ADP-Glo luminescence, 60 min;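 active = highest replicate inhibition of at least 50% and at least 75% of replicates reaching 50%; inconclusive = only one of the two criteria met; inactive = both criteria failed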;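 also: plate controls were DMSO neutral control for no effect and GW8510 at 10 µM for full effect; many of its hits are not listed in these tables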
PvdQ acylase – P. aeruginosa PvdQ acylase inhibitors, primary screen, biochemical, fluorescence, plate reader and imaging, single point. PvdQ acylase [Pseudomonas aeruginosa LESB58]. purified PvdQ acylase. inhibition, % at 10 µM. 340,000 compounds, 0.063% hits. AID 488965, 2010; in the data active = inhibition above about 30%, passing the limit was not always enough; inconclusive = no clear call, values can overlap the other calls;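 also: 0% = vehicle neutral wells and 100% = reference inhibitor wells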
SR-BI DiI inh – inhibitors of SR-BI mediated HDL lipid uptake, primary screen, ldlA[mSR-BI] cells, fluorescence, single point. Scavenger receptor class B member 1 (Mus musculus), Q61009. ldlA[mSR-BI] CHO cells, DiI-HDL uptake fluorescence, 3 h. inhibition, % at 12.5 µM. 320,000 compounds, 0.96% hits. AID 488896, 2010;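 active = mean replicate inhibition of at least 70% and a set share of replicates each scoring 70 or more; inconclusive = meets just one of the two criteria; inactive = fails both criteria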;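 also: 0% = median of neutral control wells and 100% = median of positive control wells; values of inactives mirror those of a sister screen read the other way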
NSD2 HMT inh – NSD2 histone methyltransferase inhibitors, primary screen, biochemical, AlphaScreen, single concentration, set 2. Histone-lysine N-methyltransferase NSD2 (Homo sapiens), O96028. NSD2 peptide methylation, 120 min. inhibition, % at 12.5 µM. 310,000 compounds, 0.54% hits. AID 743445, 2014; in the data active = inhibition above about 50%
V-ATPase pH – regulators of yeast V-ATPase proton pumping, primary screen, pHLuorin cytosolic pH fluorescence. S. cerevisiae. 350,000 compounds, 0.37% hits. AID 504577, 2011. response, % at 10 µM; in the data active = response mostly above about 7.3%, no sharp cut-off; inactive = mostly below about 5.4%; also: actives read high; inactives centre near 0; some compounds called inactive have numbers as strong as hits; reference of the scale not given here
HTR5A ag – HTR5A agonists in luminescence cell assay, primary screen, counter-screen for OPRM1-OPRD1 heterodimer agonist project, full-deck HTS | 5-hydroxytryptamine receptor 5A (Homo sapiens), P47898 | activation, % at 9.3 µM | 340,000 compounds, 0.61% hits | cell-based | AID 504692, 2011; in the data active = activation mostly above about 9.5%, no sharp cut-off; inactive = mostly below about 7.6%;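 also: 0% = cells with vehicle only and 100% = reference agonist; strong numbers were not always called active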
Target sequence (P47898 whole entry, looked up): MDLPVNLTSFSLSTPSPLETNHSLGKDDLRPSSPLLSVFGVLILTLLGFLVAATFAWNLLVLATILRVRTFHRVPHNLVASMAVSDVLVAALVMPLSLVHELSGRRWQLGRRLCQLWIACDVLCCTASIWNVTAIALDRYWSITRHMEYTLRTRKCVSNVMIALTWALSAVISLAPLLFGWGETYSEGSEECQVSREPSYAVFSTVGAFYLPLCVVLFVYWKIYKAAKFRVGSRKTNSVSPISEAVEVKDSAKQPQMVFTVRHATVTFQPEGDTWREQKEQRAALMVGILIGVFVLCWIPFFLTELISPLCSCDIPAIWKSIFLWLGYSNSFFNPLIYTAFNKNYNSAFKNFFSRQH
dFosB act – activators of delta FosB homodimer, primary screen, biochemical, fluorescence polarization, TAMRA-CDK5 oligo, single point | purified delta FosB; percent of positive-control signal above neutral wells | 340,000 compounds, 0.99% hits | Protein FosB (Mus musculus), P13346 | activation, % at 25 µM | AID 493131, 2011;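 active = mean activation above about 17%, with every replicate also reaching it, limit read from the data, passing the limit was not always enough; inconclusive = only one of the two conditions met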;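 also: fluorescence polarization rise as delta FosB binds a TAMRA Cdk5 AP-1 oligo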
Target sequence (P13346 whole entry, looked up): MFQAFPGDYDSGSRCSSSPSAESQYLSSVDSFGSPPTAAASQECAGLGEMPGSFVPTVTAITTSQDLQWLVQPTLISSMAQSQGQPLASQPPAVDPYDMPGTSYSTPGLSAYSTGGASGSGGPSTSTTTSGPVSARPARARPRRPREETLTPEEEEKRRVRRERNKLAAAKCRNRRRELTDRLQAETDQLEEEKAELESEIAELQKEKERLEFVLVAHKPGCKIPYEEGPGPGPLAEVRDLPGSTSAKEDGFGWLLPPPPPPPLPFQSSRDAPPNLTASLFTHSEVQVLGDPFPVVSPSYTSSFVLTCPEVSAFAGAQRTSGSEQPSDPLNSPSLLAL
Wnt act – Wnt/beta-catenin pathway activators, primary screen, cell-based, plate reader, single point | Wnt/beta-catenin reporter cell assay, activator | activation, % at 9.35 µM | 300,000 compounds, 1.2% hits; in the data active = activation above about 30%, passing the limit was not always enough; inconclusive = no clear call, values can overlap the other calls;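 also: 0% = neutral control wells and 100% = positive control wells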
HTR5A inv ag – HTR5A inverse agonists in luminescence cell assay, primary screen, counter-screen for OPRM1-OPRD1 heterodimer inverse agonist project, full-deck HTS | HTR5A cell line, inverse agonism | 340,000 compounds, 0.083% hits | inhibition, % at 9.3 µM | AID 504634, 2011; in the data active = inhibition mostly above about 23%, no sharp cut-off; inactive = mostly below about 18%;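 also: 0% = cells with DMSO and 100% = no-cell wells with DMSO; some compounds called inactive have numbers as strong as hits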
MITF act – activators of MITF-driven TRPM1 promoter reporter, primary screen, cell-based, SK-MEL-5, luciferase, single point; SK-MEL-5 TRPM1-promoter luciferase, 24 h; % of positive control, neutral wells = 0; activation, % at 12.5 µM; 300,000 compounds, 0.75% hits;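 active = mean activation of at least 80% with every replicate also reaching 80%; inconclusive = mean reaches 80% but some replicate falls short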;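 also: 0% = neutral control wells and 100% = parthenolide positive control wells; values of inactives mirror those of a sister screen read the other way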
Starred values were filed as active, the others as inactive; ? = inconclusive; nt = not tested or not shown; & = joins results of further samples.

SMILES	CDK5 inh	PvdQ acylase	SR-BI DiI inh	NSD2 HMT inh	V-ATPase pH	HTR5A ag	dFosB act	Wnt act	HTR5A inv ag	MITF act
C(=N\Nc1nc2ccccc2[nH]1)/c1ccc2ncccc2c1	6.9	8.9	13.7	nt	1.2	-0.4	1.1	7.9	-0.5	nt
O=C1C2C3C=CC(C3)C2C(=O)N1c1n[nH]c(-c2ccccc2)n1 (stereo not given)	-1.0	5.8	0.5	6.9	-6.4	-0.6	-2.6	nt	25.0	-6.5
COc1ccc(-c2nc3ccc(C)cn3c2NCc2ccc3c(c2)OCO3)cc1	-0.8	-0.3	-10.6	3.9	-0.7	-1.9	-6.5	?	5.3	12.2
COC(=O)c1ccc(CNC(=O)C23CC4CC(CC(C4)C2)C3)cc1	1.4	-5.3	nt	-3.5	-1.8	0.5	6.3	-1.7	-3.3	1.7
CCOc1ccccc1-n1c(SCC(=O)NCc2ccco2)nnc1-c1ccncc1	1.3	6.5	-9.3	-1.7	-5.0	4.0	-2.7	-1.7	-37.6	1.7
Cc1cccc(NC(=O)c2nc[nH]c2C(=O)N[C@@H](CC(C)C)C(=O)OCc2ccccc2)c1	-0.7	-7.0	-2.6	nt	3.5	10.8	-10.5	-13.5	-31.7	2.9
Cc1ccc(S(=O)(=O)N2CCCCC2)cc1NC(=O)COC(=O)c1ccc(=O)[nH]c1	-0.4	-8.6	-16.2	12.2	3.0	-4.3	-10.0	0.7	3.9	0.4
Cn1c(=NC(=O)CN2C(=O)C3CC=CCC3C2=O)sc2ccccc21 (stereo not given)	-1.0&0.4	-6.3&-11.7	9.2	-1.4&-3.3	2.9&-1.0	3.8&3.7	-4.7&-6.3	5.0	-15.1&-13.1	-2.4&-9.2
Cc1cccc(OCCSc2cc(C)nc(N)n2)c1	0.8	-9.2	-3.8	nt	0.5	-4.6	1.9	nt	11.1	12.1
O=C1Nc2cc(C(=O)NCCCN3CCCC3)ccc2S/C1=C/c1ccccc1F	-1.1	2.0	-25.3	14.8	-3.3	0.0	-22.9	0.6	0.0	-34.9
O=C(COC(=O)[C@@H]1CC(O)CN1S(=O)(=O)c1ccccc1[N+](=O)[O-])c1ccccc1 (stereo not given in full)	1.8	-9.2	-11.3	-3.0	0.9	-1.1	-8.2	-1.0	-14.4	-11.5
COc1ccc(C(=O)Nc2ccc3c(c2)OCO3)cc1OC	2.9	-7.6	24.3	-0.2	-1.5	5.7	0.8	6.4	-13.3	73.2
COc1cc(/C=C/C(=O)OCC(=O)NC(=O)NC(C)C)ccc1OCC#N	-0.8	-7.8	6.0	-3.6	-4.1	-3.4	-4.2	-5.9	8.5	-8.2
COc1cccc(C2OC(=O)c3ccccc3N2C(C)=O)c1OC(C)=O (stereo not given)	-0.3	5.4	-26.1	0.7	0.5	-0.3	-12.2	nt	11.9	-7.2
CCc1ccccc1N(CC(=O)NCC1CCCO1)C(=O)CCC(=O)Nc1cc(C)on1 (stereo not given)	-0.3	-0.4	nt	-0.5	0.1	1.8	-3.8	-1.9	-5.2	7.9
CCC1CCCCN1CCCNC(=O)CNC(=O)c1nn(-c2ccc(OC)c(Cl)c2)c(=O)c2ccccc12 (stereo not given)	-1.1	-19.9	-11.1	0.5	-2.5	4.1	-16.7	1.3	11.8	16.1
C/C(=N\NC(=O)c1ccccc1O)c1c(O)cc(C)oc1=O	-3.7	-23.0	101.4*	-1.0	-0.3	-2.8	2.4	nt	-27.1	14.0
CCN(C1CCS(=O)(=O)C1)S(=O)(=O)c1cccc([N+](=O)[O-])c1 (stereo not given)	-1.1	5.7	-18.9	0.9	-0.7	5.4	-1.4	-4.2	-15.2	6.2
CCOC(=O)CCSc1nc(C)c2ccccc2n1	-1.1	1.0	-13.7	-0.6	-7.0	-5.0	-0.1	nt	5.5	36.6
COc1cc(/C=C/c2ccc3cccc(OC)c3n2)c(OC(C)=O)c([N+](=O)[O-])c1	0.4	-11.4	31.2	1.1	2.9	-4.6	-2.3	-1.5	15.8	nt
Nc1ncncc1-c1ccc([N+](=O)[O-])cc1	-1.0	-14.9	6.4	nt	1.8	-5.4	3.6	1.6	13.9	5.8
CC1(C)C2CCC1(C)C(NC(=O)CCN1CCCCC1)C2 (stereo not given)	0.4	-2.7	-3.2	6.2	-3.6	-6.0	-6.7	nt	15.8	25.3
O=C(CCNS(=O)(=O)c1ccc2c(c1)CCC(=O)N2)NCc1cccnc1	0.8	-4.6	-39.6	-2.4	0.1	-0.4	1.8	-3.0	16.8	nt
COc1cc(C(=O)Nn2c(CC(C)C)nc3ccccc3c2=O)cc(OC)c1OC	-1.2	3.5	-3.4	-1.2	5.0	-3.3	1.2	-0.1	20.6	nt
O=C(Oc1ccc(OC(=O)C2CCC2)cc1)C1CCC1	0.0	-0.1	-1.4	28.7	-0.8	0.4	-0.5	?	-12.7	-11.7
CCCn1c(=O)c(C(=O)N/N=C/c2ccccc2F)c(O)c2ccccc21	-1.5	-16.4	-12.9	-0.2	-2.3	0.3	-10.1	0.2	7.6	15.5
CCCNC(=O)C(Cc1ccc(I)cc1)NC(=O)C1CC1 (stereo not given)	-2.8	-11.7	13.1	nt	1.6	7.8	11.6	-3.1	6.6	9.8
Cc1ccc(S(=O)(=O)NCCNC(=O)c2ccccc2)cc1	-1.1	8.8	-19.1	-4.9	1.4	3.4	5.7	0.0	-8.2	1.9
CC(=O)N1CCCc2cc(S(=O)(=O)N3CCCC3)ccc21	nt	7.4	-6.3	-11.0	-6.0	-1.8	-4.1	-1.3	7.2	-8.5
CC(C)(C)n1nc(Cc2cccc3ccccc23)c(C#N)c1N	0.0	-11.0	18.5	nt	1.0	0.6	-10.7	-4.0	-34.5	-7.0
O=C(CCc1ccccc1)Nc1nccs1	-1.3	-4.4	1.1	-2.1	-3.7	0.7	4.0	0.9	5.0	nt
COc1cccc(NS(=O)(=O)c2ccc(S(=O)(=O)N3CCOCC3)cc2)c1	-1.3	-2.9	-2.8	2.8	-3.7	1.4	-3.2	nt	-23.2	-0.2
CC(C)c1nc(SCC(=O)Nc2ccc(N(C)C)cc2)c2ccccc2n1	-0.2	-4.7	41.6	-2.3	0.1	-4.7	-1.3	-4.0	-3.2	-8.5
O=C(CSc1nc2c([nH]c3ccccc32)c(=O)n1-c1cccc(Cl)c1)N1CCOCC1	-0.3	-0.5	nt	nt	1.0	1.2	54.8*	-1.0	-3.3	-13.8
COc1ccc(S(=O)(=O)N2CCOCC2)cc1N=Nc1sc(N)nc1-c1ccccc1	4.0	26.5	81.0*	-1.6	-4.2	-0.3	-12.8	-3.1	15.8	-7.6
O=C(Cc1c(F)cccc1Cl)NNC(=O)c1ccccc1Cl	1.2	-7.8	-11.6	-0.6	-0.3	0.7	3.1	4.3	-1.8	-9.1
O=C1c2ccccc2C(Nc2cccnc2)N1Cc1ccccc1 (stereo not given)	-4.9	-4.8	-1.6	nt	2.3	-1.9	-3.1	7.5	19.8	-4.1
COc1ccc(N2Cc3cccc(C(=O)NC(C)CCc4ccco4)c3C2=O)cc1 (stereo not given)	-1.2	-0.4	1.5	nt	1.8	1.7	-9.5	-5.7	6.6	8.4
C=CCSC1=NN2CCS(=O)(=O)N=C2S1	-1.1	-4.6	-16.1	10.5	3.2	3.8	-2.5	-0.8	8.2	-0.4
c1ccc(-c2cnn3nnnc3n2)cc1	-0.1	-9.0	-19.7	-2.6	0.4	12.4*	-0.9	-2.2	-25.5	nt
CCc1cccc(CC)c1NC(=O)c1ccc(-n2cncn2)nc1	0.6	1.5	3.0	0.9	-0.7	0.1	-7.3	-1.1	-3.0	-7.5
CCOC(=O)Cc1csc(NC(=O)CCNS(=O)(=O)c2ccc3c(c2)CCC(=O)N3)n1	0.1	-11.8	-0.8	9.6	0.0	3.2	1.0	3.3	4.6	0.5
CCNc1nc(SC(C(C)=O)C(C)=O)nc(N(C)C)n1	-1.6	-6.6	20.1	-0.8	1.9	-3.2	5.1	nt	11.6	6.7
COc1ccc(Nc2ncnc3c2cnn3-c2cccc(C)c2)cc1OC	-0.9	0.0	7.1	nt	2.2	1.8	4.6	-2.6	-5.2	nt
CCCCn1c(N)c(N(CC(C)C)C(=O)c2ccc(OCc3c(C)noc3C)cc2)c(=O)[nH]c1=O	-0.6	-7.8	-5.3	-0.7	-0.9	2.5	-15.0	2.3	-7.5	7.8
Cc1cccc(N(CC(=O)NCC2CCCO2)C(=O)CCC(=O)Nc2cc(C)on2)c1 (stereo not given)	1.1	5.1	-15.1	2.9	-0.6	-1.2	-1.2	-3.0	-25.9	-1.7
CCc1ncc(CN2CCCCC2C(=O)Nc2ccc(Oc3ccccc3)nc2)cn1 (stereo not given)	-0.3	-8.9	1.1	3.1	-2.1	7.2	-18.5	-1.2	10.7	11.0
CCOC(=O)NN1C(=O)c2ccccc2NC1c1ccc(OC)cc1OC (stereo not given)	1.5	6.9	-3.2	-7.6	0.5	0.7	-3.3	-1.3	29.3	12.9
Nc1nnc(SCC(=O)Nc2nccs2)s1	-1.2	-4.6	nt	-6.1	0.3	-1.7	-4.2	-0.9	4.6	-4.0
CCN(CC)S(=O)(=O)c1ccc(C(=O)NCc2ccc3c(c2)OCO3)cc1	2.8	6.3	24.4	nt	0.9	5.0	-5.7	-1.4	-13.7	-4.5
Cc1nnc(NC(=O)CSc2nnc3c(n2)[nH]c2ccc(Br)cc23)s1	3.2	4.6	nt	-1.3	-0.7	0.1	153.4*	4.6	-27.2	-5.9
CC(NC(=O)[C@H](C)NC(=O)[C@@H]1CSC2c3ccccc3C(=O)N21)c1ccccc1 (stereo not given in full)	2.0	-14.8	-11.2	nt	2.0	4.9	-10.6	-1.3	1.9	-3.4
Cc1cccc(N2CCN(C(=O)Cn3cccc3)CC2)c1C	-0.5	-1.7	29.2	nt	-2.3	3.5	-5.5	-3.6	3.9	7.3
Cc1nc2ccccc2n1CC(=O)N/N=C\c1ccccn1	-1.8	9.0	-1.9	-1.2	11.3	nt	2.8	2.6	nt	nt
NS(=O)(=O)c1ccc(CNC(=O)CNC(=O)c2ccc(F)cc2)cc1	1.9	-17.8	nt	-0.4	-0.4	1.8	-4.2	-1.4	-6.3	0.8
